GAA glycogen mod: inhibitors or activators of human alpha-glucosidase glycogen cleavage; recombinant GAA, glycogen substrate, Amplex Red glucose oxidase fluorescence; AID 2100; P10253; actives 0.38% (n = 300,000); Potency, µM (top dose mostly 76.4 µM), without a hit: at the top dose activity change, negative = inhibition, most hits filed as inhibitors; active = well fitted inhibition curve with a large enough effect; inconclusive = small, poorly fitted or top-dose-only effect, or another doubt; inactive = no such curve, though single readings can be large or run the other way;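 also: 0% = full enzyme reaction and -100% = no-enzyme basal signal; the screen sought inhibitors and activators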
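Natural-substrate format: glycogen cleavage by 4 nM human enzyme, glucose read by Amplex Red coupling (Ex 573, Em 610 nm). Normalized to enzyme and no-enzyme controls.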
An asterisk follows results filed as active; ? = inconclusive; & = joins results of further samples; [ ] = another dose, or the depositor's remark. Potency is read from the fitted curve at half-maximal effect.

SMILES	GAA glycogen mod
Cc1cc(OCC(=O)NCC2CCC(C(=O)O)CC2)c2c(C)c(C)c(=O)oc2c1 (configuration not stated)	-10%[76.3 µM]
O=[N+]([O-])c1ccc(N/N=C/c2cccnc2)cc1	-1%[76.3 µM]
COc1ccc2c(c1OC)C(=O)N1C2SC[C@H]1C(=O)NC1CC1 (some centres not stated)	20%[76.3 µM]
O=C(Nc1ccc(Cl)cn1)c1cccc2c(Br)cccc12	0%
Cc1ccc(C2c3[nH]c4ccccc4c3C[C@H]3C(=O)N(c4ccccc4C(=O)N4CCC[C@@H]4C(=O)O)C(=O)N23)cc1 (some centres not stated)	-4%[76.3 µM]
COc1ccc(-n2ncc3c2CC(C)(C)CC3NC(=O)c2ccoc2C)cc1 (configuration not stated)	0%[76.3 µM]
COc1ccc(F)c(CN2CCCC(CO)(Cc3cccc(Cl)c3)C2)c1 (configuration not stated)	-5%[76.3 µM]
Cc1c(C)c2ccc(OCC(=O)N3CC[C@@]4(O)CCCC[C@H]4C3)cc2oc1=O	-13%[76.3 µM]
Fc1ccc(OCCCCCn2ccnc2)cc1	12%[76.3 µM]
Cc1ccc(S(=O)(=O)N2CCOCC2)cc1C(=O)N1CCCCCC1	3%[76.3 µM]
O=C(O)c1c(NC(=O)N2CCCC2)sc2c1CCCC2	6%
CCn1c2nc(SCCN3CCOCC3)nnc2c2cc(C)cc(C)c21	-15%
CCOC(=O)c1ccccc1NC(=O)n1ncc2cc(Cl)ccc21	-6%[76.3 µM]
CCCNC(=O)c1oc2ccc3c(c2c1C)C=CC(C)(C)O3	-6%
Cc1ccc(CN(C)c2nc(-c3cccnc3)nc3ccccc23)o1	-12%
Cc1cc(C)nc(NC(=O)c2ccc(Br)cc2)n1	7%
O=C(CC(=O)Nc1ccccc1F)Nc1ccccc1F	5%
C=CCn1c(SCC(=O)N2CCOCC2)nc2c([nH]c3ccccc32)c1=O	1%[76.3 µM]
Cc1csc(NC(=O)CSc2nc(=O)cc(N)n2-c2ccc(F)cc2)n1	-2%[76.3 µM]
O=C(NCc1cccc(F)c1F)C1CCC(=O)N(C2CC2)C1 (configuration not stated)	-3%[76.3 µM]
CC(NS(=O)(=O)OCC(Cl)(Cl)Cl)c1ccc(Br)cc1 (configuration not stated)	-10%[76.3 µM]
OCCN(Cc1ccccc1)CC(O)COc1ccc2c(c1)OCO2 (configuration not stated)	3%
Cc1ccccc1OCc1ccc(-c2nc(C#N)c(N3CCC(C(N)=O)CC3)o2)o1	5%[76.3 µM]
CC(=O)c1ccc(NC(=O)c2nc(-c3ccccc3)n(-c3ccccc3Cl)n2)cc1	-7%[76.3 µM]
Cc1c(Cl)cccc1NC(=O)CN1C(=O)COc2ccc(S(=O)(=O)N3CCCCCC3)cc21	12%[76.3 µM]
Cc1ccc2onc(CC(=O)N3CCN(c4ccccc4F)CC3)c2c1	-6%[76.3 µM]
CC1Cc2nc(SCC(=O)NCC3CCCO3)n(C)c(=O)c2S1 (configuration not stated)	1%[76.3 µM]
COc1ccc(OC)c(NC(=O)c2ccc3c(c2)C(=O)N(c2ccc(OC(C)=O)cc2)C3=O)c1	2%
COc1ccc(C(=O)C[n+]2cccc3cc(OC)ccc32)cc1	5%
COc1cc(C(=S)N2CCCC2)ccc1OCc1ccc(C)cc1	6%[76.3 µM]
Cc1ccc(C(C)C)cc1OCC(=O)NNC(=O)Nc1ccccc1	1%
COc1ccc(CCNC(=O)CCCCCN2C(=O)[C@@H]3Cc4ccccc4CN3C2=O)cc1OC	-13%[76.3 µM]
NC(=O)C1CCCN(S(=O)(=O)c2ccc3ccccc3c2)C1 (configuration not stated)	-1%[76.3 µM]
CC(=O)Nc1ccccc1NC(=O)C/C(C)=N/NC(=O)C(=O)N1CCCCC1	-16%
COc1ccc([N+](=O)[O-])c(OC)c1C(=O)NC(=O)Nc1c(F)c(F)c(F)c(F)c1F	1%
Cc1nn(CC(=O)NCc2ccc(F)cc2)c2ccccc12	2%[76.3 µM]
COc1ccc(-n2c(=S)[nH]c3cc(C(=O)NCc4ccccc4)ccc3c2=O)c(OC)c1	9%
O=c1nc(-c2ccccc2)c(-c2ccccc2)n[nH]1	-11%
CN(CCCNC(=O)CCC(=O)N1CCOc2ccccc21)Cc1ccccc1	?
CCN(Cc1ccccc1)C(=O)Cn1c(=O)n(CCC(=O)N2CCCCC2)c(=O)c2sccc21	1%[76.3 µM]
CCCCN(C)CCCNC(=O)C1CCC(CNS(=O)(=O)c2c(C)cc(C)cc2C)CC1 (configuration not stated)	3%
Cc1ccc(NC(=O)CSc2sc3c(O)cc(=O)[nH]c3c2C#N)cc1C	-3%
O=C(CSc1nnc(COc2ccc(Cl)cc2)o1)NC1CC2CCC1C2 (configuration not stated)	-2%
CC(C)c1ccc(/C=N/NC(=O)C2CCCC2)cc1	-2%[76.3 µM]
COc1ccccc1N(CC(=O)NC1CCCCC1)S(=O)(=O)c1ccccc1	-3%[76.3 µM]

As entered above:
Cc1ccc(C(C)C)cc1OCC(=O)NNC(=O)Nc1ccccc1 in GAA glycogen mod = 1%
CCCCN(C)CCCNC(=O)C1CCC(CNS(=O)(=O)c2c(C)cc(C)cc2C)CC1 (configuration not stated) in GAA glycogen mod = 3%

Not a retest: entries from further up.
SMILES	GAA glycogen mod
O=C(O)c1c(NC(=O)N2CCCC2)sc2c1CCCC2	6%
CCn1c2nc(SCCN3CCOCC3)nnc2c2cc(C)cc(C)c21	-15%
CCOC(=O)c1ccccc1NC(=O)n1ncc2cc(Cl)ccc21	-6%[76.3 µM]
CCCNC(=O)c1oc2ccc3c(c2c1C)C=CC(C)(C)O3	-6%
Cc1ccc(CN(C)c2nc(-c3cccnc3)nc3ccccc23)o1	-12%
Cc1cc(C)nc(NC(=O)c2ccc(Br)cc2)n1	7%
O=C(CC(=O)Nc1ccccc1F)Nc1ccccc1F	5%
C=CCn1c(SCC(=O)N2CCOCC2)nc2c([nH]c3ccccc32)c1=O	1%[76.3 µM]
Cc1csc(NC(=O)CSc2nc(=O)cc(N)n2-c2ccc(F)cc2)n1	-2%[76.3 µM]
O=C(NCc1cccc(F)c1F)C1CCC(=O)N(C2CC2)C1 (configuration not stated)	-3%[76.3 µM]
CC(NS(=O)(=O)OCC(Cl)(Cl)Cl)c1ccc(Br)cc1 (configuration not stated)	-10%[76.3 µM]
OCCN(Cc1ccccc1)CC(O)COc1ccc2c(c1)OCO2 (configuration not stated)	3%
Cc1ccccc1OCc1ccc(-c2nc(C#N)c(N3CCC(C(N)=O)CC3)o2)o1	5%[76.3 µM]
CC(=O)c1ccc(NC(=O)c2nc(-c3ccccc3)n(-c3ccccc3Cl)n2)cc1	-7%[76.3 µM]
Cc1c(Cl)cccc1NC(=O)CN1C(=O)COc2ccc(S(=O)(=O)N3CCCCCC3)cc21	12%[76.3 µM]
Cc1ccc2onc(CC(=O)N3CCN(c4ccccc4F)CC3)c2c1	-6%[76.3 µM]

Next section:
SMILES	GAA glycogen mod
Cc1cc(C)n2nc(-c3cccc(Br)c3)cc2n1	-16%[76.3 µM]
CCOc1ccc(N(CC(=O)NC2CCCCC2)C(=O)CCC(=O)Nc2nccs2)cc1	1%
Cc1ccc(C(=O)N2CCc3ccccc3C2)cc1S(=O)(=O)N1CCOCC1	15%[76.3 µM]
O=C(CCS(=O)(=O)c1ccccc1)OCc1ccc([N+](=O)[O-])cc1	-2%[76.3 µM]
COc1ccc(OCC(O)CN2CCOCC2)cc1 (configuration not stated)	-9%[76.3 µM]
Cc1cccc(NS(=O)(=O)c2c(C)[nH]c(C)c2C(=O)N2CCCC2)c1	2%[76.3 µM]
Oc1ccc(Cl)cc1CNc1ccccn1	-4%[76.3 µM]
Nc1c(-c2cccs2)cnc2c(-c3ccc(F)cc3)cnn12	-1%
CCn1c(SC)nnc1C1CCCN(CC(=O)Nc2ccccc2N2CCOCC2)C1 (configuration not stated)	-3%
Cc1ccc(C(=O)N2CCOCC2)cc1S(=O)(=O)N1CCCCC1	-14%[76.3 µM]
Cc1ccc(S(=O)(=O)NCCNc2ccc([N+](=O)[O-])cc2)cc1	0%[76.3 µM]
C#CCN(C(=O)c1ccc(OC)c(OC2CCN(C(C)C)CC2)c1)C1CCCCC1	0%[76.3 µM]
COCCNC(=O)C(OC(=O)c1ccco1)c1ccccc1F (configuration not stated)	3%[76.3 µM]
Clc1ccc(CSc2nncn3c2cc2occc23)cc1	7%[76.3 µM]
CCOc1ccc(CCNC(=O)C2CCN(C(=O)N3CC(CC)Oc4ccccc43)CC2)cc1 (configuration not stated)	-5%[76.3 µM]
COc1ccc(CCN2CCCC(CN(C)Cc3cc(Cl)c(O)c(OC)c3)C2)cc1 (configuration not stated)	?
COc1ccnc(CN(C)C(=O)C2CCC(=O)N(Cc3cccc(C(F)(F)F)c3)C2)c1 (configuration not stated)	-3%[76.3 µM]
COc1cccc(CNc2nnnn2C)c1	0%[76.3 µM]
CC(C)c1ccc(Nc2ncnc3c2nc2n3CCCC2)cc1	16%[76.3 µM]
CCc1ccc2oc(C(=O)NC3CCS(=O)(=O)C3)cc(=O)c2c1 (configuration not stated)	-5%[76.3 µM]
CCOc1ccc(NC(=O)CSc2nc(O)c(C)c(=O)n2-c2ccc(F)cc2)cc1	2%
O=S1(=O)CCC(n2nccc2-c2ccccc2)C1 (configuration not stated)	-16%
N#Cc1cccc2c1-c1ccccc1/C2=N/NC(N)=S	6%
Cc1csc(NC(=O)CCn2c(=O)oc3ccc(Cl)cc32)n1	-5%[76.3 µM]
Cc1ccc(NC(=O)CNCc2cccs2)c(Br)c1	0%[76.3 µM]
COc1ccccc1NC(=O)/C=C\c1ccco1	1%
CC(=O)Nc1ccc(NCC(=O)c2ccccc2)cc1	2%
Cc1ccc(-c2csc(N3CCN(CCCn4c(-c5ccncc5)nc5ccccc54)CC3)n2)cc1	-18%[76.3 µM]
O=C1CN(C(=O)c2ccccc2)C(c2ccccc2)c2cc(Cl)ccc2N1 (configuration not stated)	-2%
CN1CCCN(C(=O)c2cccc3ccccc23)CC1	15%[76.3 µM]
CCOc1ccccc1NS(=O)(=O)c1c[nH]c(C(=O)OC)c1	12%[76.3 µM]
FC(F)(F)c1ccccc1NC(=S)Nn1cnnc1	-9%[76.3 µM]
O=C(Nc1ccc(NC(=O)c2cc3ccccc3o2)cc1)c1ccco1	0%
CNS(=O)(=O)c1cccc(C(=O)NCC(C)(C)N2CCCCC2)c1	3%
COc1ccc(/C=C2\SC(=O)N(CCC(=O)N(C)C3CCS(=O)(=O)C3)C2=O)cc1 (configuration not stated)	2%[76.3 µM]
CCOC(=O)c1c(NC(=O)C2CC(Cl)=CCC2C(=O)O)sc2c1CCCCC2 (configuration not stated)	-2%[76.3 µM]
O=C(O)c1ccccc1S(=O)(=O)CC(=O)N1CCCCC1	3%
O=S1(=O)NC(CC2=CCCCC2)C2CCCCC2O1 (configuration not stated)	11%[76.3 µM]
COc1ccc(C(CNC(=O)c2cccc3cccnc23)N(C)C)cc1 (configuration not stated)	3%[76.3 µM]
Cc1ccc(S(=O)(=O)c2nnn3c2nc(NC2CCCCC2)c2sccc23)cc1	13%[76.3 µM]
CCOc1ccc(N(C)C(=O)CCc2nnc3ccc(N4CCCC4)nn23)cc1	4%[76.3 µM]
O=C(CCc1ccccc1)NCc1ccc(F)cc1	8%[76.3 µM]
CCN1C(=O)c2ccccc2Sc2ccc(NC(=O)Nc3cc(C)cc(C)c3)cc21	-4%[76.3 µM]
COc1cccc(C(C(=O)NC2CCCC2)N(C(=O)c2csnn2)C2CC2)c1 (configuration not stated)	0%
CC(NC(=O)[C@H](C)NC(=O)N1CCn2c1nc1ccccc12)c1ccccc1 (some centres not stated)	0%[76.3 µM]
O=C(COc1ccc(Cl)cc1)N1CCN(C(=O)c2ccccc2F)CC1	-2%
CCOC(=O)c1c(C)[nH]c(C(=O)N2CCN(C(=O)OCC)CC2)c1C	-2%
Cc1c(NC(=O)C(C)OC(=O)c2nc(Cl)ccc2Cl)c(=O)n(-c2ccccc2)n1C (configuration not stated)	1%[76.3 µM]
COc1ccc(C2=NS(=O)(=O)N(C)C(C(=O)NCc3ccc4c(c3)OCO4)=C2)cc1OC	6%[76.3 µM]
COc1ccc(Nc2nc(N)c(C(=O)c3ccc(F)cc3)s2)cc1	2%
COc1ccc(OC)c(S(=O)(=O)n2ccnc2C(C)C)c1	2%[76.3 µM]
COCCOC(=O)c1[nH]c2c(c1C)C(=O)CC(c1ccc(OC)cc1)C2 (configuration not stated)	-3%
CCc1cc(CNC(=O)c2ccc(OC)c(OC3CCN(C(C)C)CC3)c2)on1	-5%[76.3 µM]
O=C(O)c1ccc(Cn2cc(/C=C\[N+](=O)[O-])c3ccccc32)o1	1%[76.3 µM]
COc1cccc(NC(=O)NNC(=O)COc2ccc3ccccc3c2)c1	3%[76.3 µM]
COC(=O)Cn1c(SCCOc2ccccc2OC)nc2ccccc21	-6%[76.3 µM]
COc1ccc(-c2nn(CCC#N)cc2C(=O)Nc2cccc(C(=O)O)c2)cc1OC	4%[76.3 µM]
O=C(CSc1nnc(CNC(=O)c2cccs2)o1)Nc1ccccc1C(F)(F)F	-5%[76.3 µM]
O=c1[nH]c(=S)[nH]c2c1C(c1ccc(Br)cc1)c1c([nH]c(=S)[nH]c1=O)O2	7%
O=C(NC(=S)Nc1ccccc1N1CCCC1)c1ccccc1Br	-23%[76.3 µM]
Continuation:
SMILES	GAA glycogen mod
Cn1c(SCC(=O)Nc2ccc(F)cc2)nc2c(c1=O)SCC2	-19%[76.3 µM]
CC(=O)c1ccc(N2C(=O)C3C4C=CC(CC4)C3C2=O)cc1 (configuration not stated)	1%
COc1ccccc1NC(=O)CSc1nncn2c1cc1sccc12	-3%[76.3 µM]
CC(C)c1ccc(NC2CCCN(C(=O)c3cccc4nccnc34)C2)cc1 (configuration not stated)	-6%[76.3 µM]
COc1ccc(C2=NS(=O)(=O)N(C)C(C(=O)N(C)Cc3ccccc3)=C2)cc1OC	?
c1coc(-c2nnc(-c3ccco3)nn2)c1	0%
COc1ccccc1NC(=O)Cn1nc(C)n2cccc2c1=O	1%&11%[76.3 µM]

High-throughput results deposited in PubChem BioAssay by National Center for Advancing Translational Sciences (NCATS).

Some of the compounds tested. The share of hits here may be higher or lower than overall.
